697 NFkB inh: inhibitors of the PMA/ionomycin-induced NF-kB reporter in 697 B cells. 697 B-cell NF-kB luciferase reporter, 16 h. inhibition, % at 4 µM. hit rate 0.33% among 330,000; in the data active = inhibition above about 35%
SENP7 block: inhibitors of human SENP7 protease | Q9BQF6 | recombinant SENP7, Z-RLRGG-aminoluciferin luminescence, 40 min | inhibition, % at 5 µM | hit rate 1.5% among 330,000 | AID 434973;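 active = inhibition above about 50% at the single test dose, limit read from the data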;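 also: plate controls were DMSO with enzyme for no effect and no enzyme buffer wells for full effect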
SENP8 block: SENP8 protease inhibition. Q96LD8. purified SENP8, Z-RLRGG-aminoluciferin cleavage, luminescence. inhibition, % at 10 µM. hit rate 1.2% among 330,000
HKDC1 inhibitor: inhibitors of human hexokinase HKDC1. inhibition, % at 20 µM. hit rate 0.16% among 340,000. recombinant HKDC1, G6PDH/diaphorase resazurin coupled fluorescence. AID 493160;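 active = inhibition above about 35% when tested at 20 µM, limit read from the data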;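 also: plate controls were DMSO wells with enzyme for no effect and DMSO wells lacking enzyme for full effect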
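Assay system: recombinant HKDC1 hexokinase; detection: coupled resazurin fluorescence, excitation 525 nm, emission 613 nm; benchmarks: DMSO-plus-enzyme-mix negative control, buffer-substituted positive control; compound dosing: single 20 µM dose; schedule: 90 min at room temperature in dark; also added: glucose plus 1 mM ATP as hexokinase substrates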
Gli-Sufu antag: antagonists of Gli-Sufu signaling | Sufu-KO-LIGHT fibroblasts, Gli luciferase reporter luminescence | inhibition, % at 5 µM | hit rate 0.74% among 340,000 | AID 588413;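 active = inhibition above about 55%, limit read from the data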;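 also: 0% = DMSO-treated cells and 100% = wells with medium but no cells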
Jurkat NFkB inh: lowers PMA/ionomycin-induced NF-kB signal in Jurkat cells | PMA/ionomycin-induced NF-kB luciferase reporter, luminescence | hit rate 0.53% among 330,000 | AID 435003 | inhibition, % at 4 µM
UBC13 polyUb: blocks human UBC13 polyubiquitin chain formation | hit rate 0.47% among 330,000 | TR-FRET | inhibition, % at 20 µM; in the data active = inhibition above about 45%, passing the limit was not always enough
Apaf-1 inh: human Apaf-1 inhibition; reconstituted apoptosome caspase-3 activity, DEVD-Rh110 fluorescence; inhibition, % at 20 µM; hit rate 0.71% among 330,000; active = inhibition of at least 40% at 20 µM;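 also: plate controls were DMSO wells for no effect and DEVD-CHO caspase inhibitor wells for full effect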
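System – cell-free apoptosome with Apaf-1, procaspase-3 and caspase-9 · Buffer or medium – pH 7.5 Hepes buffer with CHAPS, BSA, DTT · Also added – cytochrome c with DEVD-Rh110 · Times – 30 min compound preincubation, 50 min activation, room temperature · Technique – Rh110 fluorescence intensity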
The depositor's hits bear a star; & = joins results of further samples. Rule as the data show it, unless noted: active = inhibition above about 50%; inactive = the rest.

SMILES	697 NFkB inh	SENP7 block	SENP8 block	HKDC1 inhibitor	Gli-Sufu antag	Jurkat NFkB inh	UBC13 polyUb	Apaf-1 inh
CCCCCN(C(=O)CCC(=O)OCC(=O)c1ccc(C(C)(C)C)cc1)c1c(N)n(CCCC)c(=O)[nH]c1=O	-4	-2	-6	-1	8	11	-12	14
Cc1c(S(=O)(=O)Nc2ccc(Oc3ccccc3)cc2)c(=O)n(C)c(=O)n1C	-5	-6	9	-4	13	12	-2	4
O=C(NCc1ccc2c(c1)OCO2)c1c(Cl)cccc1Cl	-1	-5	-6	1	-23	-12	-2	9
CCOc1ccc(-c2c(C#N)c(N)nc3sc(C(=O)c4ccccc4)c(N)c23)cc1	12	3	1	-10	19	5	25	-21
O=C(CCNC(=O)c1ccc(Br)cc1)Nc1nc2ccccc2[nH]1	-18	0	2	-10	-5	0	-4	-4
COC(=O)C1CN(S(=O)(=O)c2cc(OC)ccc2OC)CCS1 (centres undefined)	12	5	-4	1	-11	6	-2	1
CC(C)(CNS(=O)(=O)c1ccc2c(c1)OCCO2)N1CCOCC1	15	1	1	10	-3	-10	-2	-9
COC(=O)c1cn(Cc2c(C)cc(C)cc2C)nn1	21	3	4	-8	5	2	5	2
O=C(CSc1nc2sc3c(c2c(=O)n1-c1ccccc1)CCCC3)NCc1ccco1	-6	8	-10	-2	64*	-2	-13	16
Cc1ccc(C)c(NC(=O)CN(C)C(=O)c2ccc(S(=O)(=O)N3CCCCCC3)cc2)c1	-20	3	3	0	7	-3	1	-1
COc1ccccc1NC(=O)C(C)OC(=O)C1CC(=O)N(c2ccc3c(c2)OCCO3)C1 (centres undefined)	8	5	5	2	-7	-2	14	-5
CC(=O)c1cn(CC(=O)NCc2cccnc2)c2ccccc12	-11	7	4	7	3	-14	8	-4
N#CCCn1c(C(C#N)(CCC#N)CCC#N)nc2ccccc21	16	6	-2	-5	2	1	-1	-1
CN(Cc1ccccn1)C(=O)c1ccc2nc(Cc3cccc(Cl)c3)oc2c1	-43	-12	-13	3	-19	-5	-2	-116
COC(=O)C1=C(C)NC(C)=C([N+](=O)[O-])C1c1ccccc1C(F)(F)F (centres undefined)	-43&-52	5&-4	-1&0	0&-1	4&17	-22&1	-6&-23	10&19
CS(=O)(=O)c1ccc2c(c1)sc1nc(=O)c(/C=C3/C=CC(=O)C(O)=C3)c(N)n12	-52	-2	-17	28	-9	-2	-85	-23
N#CCSc1nnc(Cc2ccc3c(c2)OCO3)o1	15	5	1	-5	-21	-5	6	-5
O=C(c1ccco1)N1CCN(C(=O)C2CCCN(S(=O)(=O)Cc3ccccc3)C2)CC1 (centres undefined)	-7	7	-2	-1	0	-4	-4	-4
COCCNC(=O)C1CCC(CNS(=O)(=O)c2ccc(F)cc2)CC1 (centres undefined)	11	-10	-5	-9	-2	-1	-6	4
CCCn1cnc2scc(-c3ccc(C)c(C)c3)c2c1=O	3	3	0	-3	5	-3	4	6
CCN(CC)CCNC(=O)CS(=O)Cc1nc(-c2ccc(Cl)cc2)oc1C (centres undefined)	2	-2	-1	-3	15	3	2	-3
O=S(=O)(Nc1ccc2c(c1)OCCO2)c1cccc2nsnc12	-23	7	-9	-1	23	17	4	8
CCOC(=O)c1oc2ccccc2c1CN1CCN(C(=O)c2ccccc2)CC1	3	1	5	7	12	2	16	-1
Cn1nnnc1SCc1cc(=O)[nH]c2ccccc12	-10	-6	-3	1	1	-19	-3	-4
COc1ccc(CCN(C(=O)C(F)(F)F)C(C(=O)NC2CCCCC2)c2ccc(C)s2)cc1 (centres undefined)	1	16	-5	3	1	-11	-16	5
CCc1ccc(C(=O)NNc2ccccc2F)cc1	12	1	1	2	29	-16	-1	-12
COc1cc(C2c3sc(=O)[nH]c3SC3C(=O)N(c4ccc(C)cc4)C(=O)C32)ccc1O (centres undefined)	22	2	2	2	-3	7	-6	-4
COC(=O)c1ccc(-n2cncn2)c(F)c1	25	-3	-6	-9	6	3	7	-10
Cc1ccc(NC(=O)CSc2ncc(-c3ccccc3)n2C(=O)c2ccccc2)cc1	-1	1	2	7	11	-19	4	12
CCN(Cc1ccc(N(C)C)cc1)C(C)C(=O)Nc1ccc(S(=O)(=O)N2CCCC2)cc1 (centres undefined)	20	6	7	8	6	1	1	7

10 neighbouring records already listed, quoted:
SMILES	697 NFkB inh	SENP7 block	SENP8 block	HKDC1 inhibitor	Gli-Sufu antag	Jurkat NFkB inh	UBC13 polyUb	Apaf-1 inh
O=C(c1ccco1)N1CCN(C(=O)C2CCCN(S(=O)(=O)Cc3ccccc3)C2)CC1 (centres undefined)	-7	7	-2	-1	0	-4	-4	-4
COCCNC(=O)C1CCC(CNS(=O)(=O)c2ccc(F)cc2)CC1 (centres undefined)	11	-10	-5	-9	-2	-1	-6	4
CCCn1cnc2scc(-c3ccc(C)c(C)c3)c2c1=O	3	3	0	-3	5	-3	4	6
CCN(CC)CCNC(=O)CS(=O)Cc1nc(-c2ccc(Cl)cc2)oc1C (centres undefined)	2	-2	-1	-3	15	3	2	-3
O=S(=O)(Nc1ccc2c(c1)OCCO2)c1cccc2nsnc12	-23	7	-9	-1	23	17	4	8
CCOC(=O)c1oc2ccccc2c1CN1CCN(C(=O)c2ccccc2)CC1	3	1	5	7	12	2	16	-1
Cn1nnnc1SCc1cc(=O)[nH]c2ccccc12	-10	-6	-3	1	1	-19	-3	-4
COc1ccc(CCN(C(=O)C(F)(F)F)C(C(=O)NC2CCCCC2)c2ccc(C)s2)cc1 (centres undefined)	1	16	-5	3	1	-11	-16	5
CCc1ccc(C(=O)NNc2ccccc2F)cc1	12	1	1	2	29	-16	-1	-12
COc1cc(C2c3sc(=O)[nH]c3SC3C(=O)N(c4ccc(C)cc4)C(=O)C32)ccc1O (centres undefined)	22	2	2	2	-3	7	-6	-4

Later entries
SMILES	697 NFkB inh	SENP7 block	SENP8 block	HKDC1 inhibitor	Gli-Sufu antag	Jurkat NFkB inh	UBC13 polyUb	Apaf-1 inh
Cc1ccc(N2NC(=O)/C(=C/c3ccc(-c4ccc(Cl)c(C(=O)O)c4)o3)C2=O)cc1C	8	-5	6	6	4	-8	-269	1
O=C(Nc1nnc(-c2ccccc2)o1)c1ccc(Cl)cc1	12	7	8	-3	9	-3	-21	-2
O=C(Nc1cccc(Cl)c1)N(Cc1nc2ccccc2c(=O)[nH]1)C1CCCC1	6	-1	0	6	-3	-8	3	6
Oc1ccccc1N=N/C(=N/Nc1ccccc1O)c1ccccc1	8	1	2	0	1	-10	13	6
O=C(CCNC(=O)C1CCN(S(=O)(=O)c2ccccc2)CC1)NCc1ccc(Cl)cc1	2	0	-4	1	-2	18	2	2
CCC1CC(CSC(=N)N)OC1=O (centres undefined)	6	-3	6	-1	3	-12	0	-16
CC(C)c1cc(C(=O)N/N=C/c2cccnc2)cs1	-12	7	-4	-5	-18	-10	0	16
Cc1ccc(N(C(=O)c2csnn2)C(C(=O)NC(C)(C)C)c2cccnc2)cc1C (centres undefined)	4	-5	-9	-3	-3	-3	-1	-5
COc1cc(N)c(Cl)cc1C(=O)OCC(=O)N1CCCCCC1	16	2	0	3	1	4	6	-6
COc1ccc(N(C(C)=O)S(=O)(=O)c2cccc3cccnc23)cc1	-13	8	5	2	-2	24	1	4
Cc1nn(C)cc1S(=O)(=O)N1CCN(c2ccc(F)cc2)CC1	-4	11	-5	-1	8	9	-2	-8
Cc1cc(Oc2ccccc2)nc(N2CCOCC2)n1	-29	-4	0	2	0	-13	6	1
COC(=O)[C@H](C)NC(=O)COc1ccccc1	4	-1	-7	11	-4	3	6	-12
COc1ccc(C(=O)C[n+]2ccc3ccccc3c2C)cc1	-55	-4	0	-2	-43	-74	-6	-12
Cc1scc(C(=O)NNC(=S)NC(C)c2ccccc2)c1C (centres undefined)	-2	4	0	-4	11	9	-7	17
COc1cc(-n2c(C)nc3cc(C(=O)O)ccc32)cc(OC)c1OC	10	-1	1	-5	-10	0	-10	-14
CC(C)CC(=O)NC(=S)Nc1ccc(N2CCOCC2)c(Cl)c1	7	4	3	-6	8	0	0	14
CCOC(=O)c1c(S(=O)(=O)Nc2ccc(F)cc2Cl)c(C)n(C)c1C	16	-2	11	0	0	1	-6	0
O=C(Nc1ccc2c(c1)OCO2)O[C@@H]1C[C@H]2CCC(=O)N3CC[C@@H](C1)[C@@H]23	25	11	0	-3	-4	0	10	-9
O=C(c1ccc(S(=O)(=O)N2CCOCC2)cc1)N(c1cccc(Cl)c1)C1C=CS(=O)(=O)C1 (centres undefined)	21	7	3	-11	8	-7	-6	-2
CCc1cc2ccc(OC)cc2nc1SCC(=O)N1CCN(C(=O)c2ccco2)CC1	4	5	2	-1	4	-11	12	-4
COc1ccc(S(=O)(=O)N2CCCCC2)cc1NC(=O)Cc1ccsc1	7	-8	-10	3	-5	-2	-5	2
CCOc1ccccc1NC(=O)C1C2C=CC(O2)C1C(=O)O (centres undefined)	3	10	3	1	6	11	0	1
COc1ccc(OC)c(S(=O)(=O)N2CCN(C)CC2)c1	5	0	1	-13	-4	12	11	-14
COc1cccc(NC(=O)CSc2nc3scc(C)c3c(=O)[nH]2)c1	8	10	7	1	43	-12	-2	12
Cc1nnc2ccc(N3CCCC3)nn12	18	3	-3	-5	-3	-10	2	-5
Cc1cc(C)cc(-n2cnc3cc(C(=O)O)ccc32)c1	5	1	0	-7	4	-7	-3	-6
O=C(NCCc1c[nH]c2ccccc12)OCCSS(=O)(=O)O	9	5	-1	25	1	12	6	-93
CC(C)(O)[C@H](O)COc1c2occc2cc2ccc(=O)oc12	-36	-3	-3	6	2	-10	-13	3
COc1ccc(/C=N/NC(=O)CC#N)cc1Oc1nc(Cl)ncc1F	-2	-7	-3	-3	-1	24	2	6
Cc1cccc(C2c3[nH]c4ccccc4c3CCN2C(=O)c2cc(CC(C)C)nc(C)n2)n1 (centres undefined)	10	8	3	2	1	9	3	22
C/C(=N/NC(=O)Cc1ccccc1)c1ccc(C)s1	-33	-10	-17	-6	-8	-24	-7	6
CN(C)CCNc1nc2c(c(=O)[nH]c(=O)n2C)n1CCCc1ccccc1	12	-1	-5	-6	8	3	-3	1
COc1ccccc1N1CCN(C(=O)C(Cc2ccccc2)NC(=O)C2CCCCC2)CC1 (centres undefined)	6	4	1	1	0	3	-9	7
Cn1nnnc1SCC(=O)NCCCc1ccccc1	7	2	-3	-3	-5	-10	0	2
COc1ccc(CCCc2nnc(SCC(=O)Nc3nc(C)cs3)n2C)cc1C	3	-3	5	1	4	-6	18	10
CCOC(=O)c1ccc(S(=O)(=O)NNC(=O)c2cccc(N(C)C)c2)cc1	-49	-1	-3	-3	-5	-3	-1	-11
Cc1ccc(-n2c(-c3ccc(Cl)cc3)c[n+]3c2CCC3)cc1	18	12	-12	-5	76*	21	-5	-9
CCc1ccc(OCc2nnc(SCC(=O)N3CCN(c4ccccc4)CC3)o2)cc1	-13	-8	-4	-2	-6	7	2	1
Cc1cc(C)c(C(=O)c2ccc(C(=O)NC(C)(C)C)cc2)c(C)c1	-2	5	0	-7	0	0	5	5
C[C@H](NC(=O)C1CC(=O)N(c2ccc(F)cc2)C1)C(=O)N1CCCCC1 (some centres undefined)	-13	-18	-1	-1	13	-8	-2	10
O=C(c1cccc(C(F)(F)F)c1)C1CCCN(C(=O)CN2CCCC2=O)C1 (centres undefined)	2	-8	-5	10	2	-12	-11	-7
CC(NCC(=O)Nc1ccccc1C(=O)NC1CC1)c1ccc(S(N)(=O)=O)cc1 (centres undefined)	13	4	0	-6	-7	14	1	-6
CC(C)(C)NC(=O)CSc1nc2ccccc2n1-c1ccccc1	-24	-10	-17	-2	-2	-19	-4	26
Cc1ccc(/C=N/NC(=O)CNC(=O)c2ccc(C)c([N+](=O)[O-])c2)o1	5	4	1	-5	-10	1	4	2
CCOc1ccc2[nH]c(=O)c(CN(Cc3ccc(C)cc3)C(=O)N3CCCC3)cc2c1	19	-2	4	-2	3	5	2	20
CCn1c(C(O)c2ccc(C)cc2)nc2ccccc21 (centres undefined)	5	2	2	-1	-5	1	11	16
CCOC(=O)NC1(NC(C)C)Oc2ccccc2O1	21	9	0	1	28	17	7	0
